High-throughput results deposited in PubChem BioAssay by Sanford-Burnham Center for Chemical Genomics.
DNMT1 block = inhibitors of human DNMT1. inhibition (reported as % activation of signal), % at 10 µM. DNMT1 molecular beacon, Hinp1I cleavage, fluorescence. 360,000 compounds, 0.83% hits; in the data active means inhibition above about 50%
MT1-MMP act inh = blocks activation of human MT1-MMP | HT1080 RFP-PRO-GFP cells, GFP/RFP ratio fluorescence, overnight; percent of plate control window, DMSO zero | P50281 | 360,000 compounds, 0.061% hits | GFP/RFP ratio change, % at 20 µM | AID 651647;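 active means GFP/RFP ratio change of at least 30% with cell ATP level not reduced by more than half and red fluorescence within 50% of control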; further: strong numbers were not always called active
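Assay system: RFP-PRO-GFP reporter HT1080 cells; read-out basis: GFP/RFP fluorescence ratio; benchmarks: DMSO wells and RFP-L50D-GFP cells; doses: 20 µM single dose, 1% DMSO; schedule: overnight cell settling, then overnight compound exposure, 37 °C, 5% CO2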
CendR NRP1 mod = NRP-1/CendR interaction modulation. O14786. AID 602438. FAM-RPARPAR peptide binding to NRP-1, fluorescence polarization. 360,000 compounds, 0.85% hits. inhibition, % at 25 µM;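 active means inhibition or corrected inhibition above about 18%, plus a signal ratio from 0.5 to 1.5, limit read from the data, passing the limit was not always enough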; further: strong numbers were not always called active
STEP block = blocks human striatal-enriched tyrosine phosphatase; P54829; recombinant STEP, OMFP fluorogenic substrate, fluorescence; inhibition, % at 20 µM; 360,000 compounds, 0.25% hits; AID 588621;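 active means inhibition at 20 µM, scaled per plate between control wells, above about 37%, limit read from the data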;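 further: 0% = DMSO with enzyme and substrate and 100% = substrate only without enzyme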
Target sequence (P54829 whole entry, looked up): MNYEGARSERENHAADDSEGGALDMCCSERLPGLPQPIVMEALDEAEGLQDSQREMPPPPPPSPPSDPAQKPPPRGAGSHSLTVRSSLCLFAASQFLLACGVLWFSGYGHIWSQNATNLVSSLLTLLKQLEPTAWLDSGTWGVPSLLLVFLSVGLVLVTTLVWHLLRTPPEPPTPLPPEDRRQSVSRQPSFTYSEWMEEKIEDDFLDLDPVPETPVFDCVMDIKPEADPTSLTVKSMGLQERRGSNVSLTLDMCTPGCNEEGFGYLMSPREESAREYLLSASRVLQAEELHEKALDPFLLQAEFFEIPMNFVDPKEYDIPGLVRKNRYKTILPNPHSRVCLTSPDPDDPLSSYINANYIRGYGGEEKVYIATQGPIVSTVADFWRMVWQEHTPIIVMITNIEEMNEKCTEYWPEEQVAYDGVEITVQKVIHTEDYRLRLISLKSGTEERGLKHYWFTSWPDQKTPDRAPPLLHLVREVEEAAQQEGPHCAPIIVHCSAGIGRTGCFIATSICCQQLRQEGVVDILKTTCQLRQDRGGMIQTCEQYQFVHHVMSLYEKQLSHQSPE
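Test system: STEP tyrosine phosphatase / Reagent: OMFP at 25 µM / Doses: 20 µM, 1% DMSO / Read-out: percent inhibition scaled to no-enzyme and uninhibited-enzyme controls, plate-pattern corrected / Detection: FITC-channel fluorescence of OMFP product / Medium: Bis-Tris buffer pH 6.0, 2.5 mM DTT, 0.005% Tween 20 / Schedule: 20 min at room temperature, dark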
Scp-1 inhibitor = inhibitors of human Scp-1 phosphatase; Q9GZU7; Recombinant Scp1, phosphopeptide, malachite green phosphate absorbance; inhibition, % at 20 µM; 340,000 compounds, 0.88% hits; AID 493091;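 active means inhibition above about 50% at 20 µM, limit read from the data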;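 further: plate controls were DMSO wells with enzyme for no effect and wells lacking enzyme for full effect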
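System: SCP-1 catalytic domain; Reagent: Phospho 17-mer peptide substrate; Doses: one concentration, 20 µM, with 1.0% DMSO; Incubation: 45 min room-temperature reaction, 5 min colour, 30 min stabiliser; Signal: Phosphate-binding colour reagent, absorbance read at 630 nm.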
SKN-1 block = C. elegans SKN-1 inhibition; C. elegans VP596 Pgst-4::GFP/RFP ratio, acrylamide-induced, 24 h; inhibition, % at 21.8 µM; 360,000 compounds, 0.49% hits;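 active means interference check ratio from 0.5 to 1.5 plus GFP to RFP signal ratio inhibition reaching or exceeding a fixed threshold, cut at about 30% in these data, passing the limit was not always enough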; further: some compounds called inactive have numbers as strong as hits
NadD block = NadD (S. aureus) enzyme inhibition. purified NadD enzyme, colorimetric absorbance read-out. inhibition, % at 20 µM. 360,000 compounds, 0.78% hits. AID 602399; in the data active means inhibition above about 26%; further: some compounds past the cut are filed as inactive
SUMO1 PPI mod = modulators of human SUMO1-mediated protein-protein interactions | P63165 | SUMO1 binding to a labelled peptide, TR-FRET, 1 h | inhibition, % at 20 µM | 360,000 compounds, 0.33% hits | AID 602429; in the data active means inhibition above about 37%
Target sequence (P63165 whole entry, looked up): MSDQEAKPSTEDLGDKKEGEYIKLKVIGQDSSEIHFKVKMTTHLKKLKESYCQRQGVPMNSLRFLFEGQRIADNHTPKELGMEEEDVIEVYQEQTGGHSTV
Rpn11 inh = Rpn11 (human) deubiquitinase inhibition; human 26S proteasome, Ub4-pepOG fluorescence polarization; 20S core pre-blocked with epoxomicin; calls only at 20 µM; 360,000 compounds, 0.59% hits; AID 588493;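 active means inhibition at 20 µM, scaled to each plate's controls, above about 33%, limit read from the data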
Target sequence (O00487 whole entry, looked up): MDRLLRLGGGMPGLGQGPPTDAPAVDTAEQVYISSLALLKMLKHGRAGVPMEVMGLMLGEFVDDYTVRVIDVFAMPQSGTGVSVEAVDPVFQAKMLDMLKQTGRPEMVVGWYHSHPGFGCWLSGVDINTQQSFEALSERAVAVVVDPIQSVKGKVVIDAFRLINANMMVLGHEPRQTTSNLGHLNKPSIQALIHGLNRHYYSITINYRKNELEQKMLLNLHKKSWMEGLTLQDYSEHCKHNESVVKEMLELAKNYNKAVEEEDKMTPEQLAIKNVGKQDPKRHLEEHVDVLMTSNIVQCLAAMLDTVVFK
LMPTP inh = LMPTP (human) inhibition. recombinant LMPTP-A, OMFP fluorogenic substrate, fluorescence intensity. inhibition, % at 20 µM. 360,000 compounds, 0.22% hits. AID 651560;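 active means compounds that cut the enzyme signal by at least half of the control window in the single-dose screen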;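 further: plate controls were DMSO wells with enzyme plus substrate for no effect and substrate without enzyme for full effect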
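Material: LMPTP-A; amount: 0.625 nM enzyme; doses: single 20 µM dose; times: reaction 50 min, room temperature, dark; technique: fluorescence intensity of OMFP turnover product; benchmarks: no-enzyme and uninhibited controls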
Starred values were filed as active, the others as inactive; i = inactive; · = not tested or not shown; + = active, no number.

entry	structure	DNMT1 block	MT1-MMP act inh	CendR NRP1 mod	STEP block	Scp-1 inhibitor
1	COC(=O)C(NC(=O)CCc1c(C)nc2ncnn2c1C)C(C)C (stereo not drawn)	0	3	1	-4	-10
2	CCc1ccc2c(c1)C(=O)C(=O)N2CC(=O)Nc1ccc(NC(=O)c2ccccn2)cc1	-7	4	22	0	8
3	CS(=O)(=O)N1N=C(c2ccccc2)CC1c1ccc2c(c1)OCO2 (stereo not drawn)	-2	-54	124	-12	-8
4	COc1ccccc1NS(=O)(=O)c1cccc(C(=O)N/N=C/c2c(CO)cnc(C)c2O)c1	-4	0	-32	-2	-4
5	O=C1Nc2ccccc2N(O)N1c1ccc(S(=O)(=O)N2CCCCCC2)cc1	4	2	-6	-3	-5
6	Cc1cc(=O)oc2cc(Oc3ncccc3[N+](=O)[O-])ccc12	-1	-3	-2	-4	0
7	O=C(N/N=C/c1cc2ccccc2nc1Cl)c1ccncc1	2	2	10	-3	-15
8	CCCCC(NC(=O)Cc1c(C)c2cc3c4c(oc3cc2oc1=O)CCCC4)C(=O)O (stereo not drawn)	1	4	-4	1	13
9	Cc1cn(C2OC(COC(=O)c3ccccc3)C(OC(=O)c3ccccc3)C2OC(=O)c2ccccc2)c(=O)[nH]c1=O (stereo not drawn)	-3	-56	-5	-5	-10
10	CCOc1ccccc1C(=O)N1CCN(C(c2ccccc2)c2ccccc2)CC1	-3	-25	-4	1	7
11	O=C(CCNS(=O)(=O)c1ccc(Br)s1)Nc1ccc(Cl)cc1	0	3	-9	-5	-10
12	Cc1ccc(NC(=O)C2C3CCCC2C3c2ccccc2)cc1 (stereo not drawn)	6	2	23	0	4

entry	SKN-1 block	NadD block	SUMO1 PPI mod	Rpn11 inh	LMPTP inh
1	-19	4	2	i	-1.2
2	18	13	0	i	2.1
3	80	-3	1	·	-0.3
4	-19	9	-7	i	1.4
5	-1	2	-2	i	-1.4
6	0	-5	-13	i	0.6
7	5	-8	-14	i	-1.0
8	-11	4	13	i	1.4
9	23	28	-1	i	2.9
10	4	11	-3	i	2.0
11	4	-13	2	i	0.7
12	1	-4	-2	i	-1.5

More compounds:
entry	structure	DNMT1 block	MT1-MMP act inh	CendR NRP1 mod	STEP block	Scp-1 inhibitor
13	CCc1nc2cc(C)nn2c2nc3ccccc3n12	-1	12	0	-2	-1
14	Cc1onc(-c2c(F)cccc2Cl)c1C(=O)Nc1nnc(-c2ccccc2)s1	-3	-1	8	-4	-4
15	CNS(=O)(=O)c1cccc(C(=O)OCC(=O)N2CCCC2)c1	6	11	11	-2	2
16	COCCN=C1N[C@@H](c2ccccc2)C(C(=O)OC)=C(C)N1Cc1ccccc1	4	-2	-2	-2	5
17	O=C(CCc1nc2ccccc2c(=O)[nH]1)NCc1ccccn1	0	-3	-3	1	-6
18	CN(C)C(=O)C(NC(=O)c1ccccc1)=C(Cl)Cl	1	2	6	-4	-6
19	COc1ccc2nc3ccccc3nc2c1N	6	6	29*	2	-7
20	O=C(Nc1nc2ccc(S(=O)(=O)N3CCCC3)cc2s1)C1CCCCC1	-5	-5	-12	11	-11
21	CNC(=O)c1ccc(-c2ccc(Cl)c(Cl)c2)s1	-2	2	-2	-2	-6
22	O=C(Nc1cccc(Cl)c1)c1ccc(F)c(S(=O)(=O)NCc2ccc3c(c2)OCO3)c1	-9	-1	-2	-1	-7
23	O=C(/C=C/c1ccco1)NC(=S)N1CCCCC1	0	1	-14	4	1
24	CC(C)Cn1c(S(=O)(=O)O)nc2ccccc21	-1	-5	-6	3	-13

entry	SKN-1 block	NadD block	SUMO1 PPI mod	Rpn11 inh	LMPTP inh
13	2	3	3	i	-0.5
14	5	-1	7	i	0.9
15	7	-2	-2	i	0.1
16	-8	0	-2	i	-1.1
17	14	-9	-2	i	0.9
18	6	-5	-1	i	-0.3
19	25	-2	-22	i	4.8
20	0	-3	0	i	0.7
21	20	-7	-21	i	0.1
22	9	-8	2	i	1.5
23	12	0	-5	i	1.0
24	9	-4	-4	i	-0.7

(listing goes on)
entry	structure	DNMT1 block	MT1-MMP act inh	CendR NRP1 mod	STEP block	Scp-1 inhibitor
25	CCOC(=O)N1CCN(C(=O)CN(C)S(=O)(=O)c2ccc(Cl)cc2)CC1	0	1	-5	-3	-5
26	CCCn1c(=S)[nH]c2ccccc2c1=O	2	-7	-17	-2	1
27	Cc1ccn(CC(=O)N2CCCC(N3CCN(c4ccc(F)cc4)CC3)C2)n1 (stereo not drawn)	-1	-10	-5	1	-2
28	COc1cc(NC(=S)N2CCC(C(O)(c3ccccc3)c3ccccc3)CC2)cc(OC)c1	-7	-21	-5	6	-6
29	COc1ccccc1C(=O)Nc1ccnn1C1CCN(CCCC2CCCC2)CC1	1	-1	8	0	-1
30	O=C(NCCNC1CCC(c2ccccc2)CC1)c1ccc(F)cc1 (stereo not drawn)	0	·	12	0	-6
31	Cc1ccccc1C(=O)Nc1ccccc1C(=O)NCC(C)C	-3	-1	-1	-6	-7
32	Cc1nn(C(C)C(=O)NCCCc2ccccc2)c(=O)c2nn(-c3ccccc3)c(C)c12 (stereo not drawn)	-2	5	13	-2	-2
33	CC(C)Nc1nc(Oc2ccc(Cl)cc2Cl)cc(C(F)(F)F)n1	5	-34	-8	-2	-9
34	COC(=O)CCCCC1SCC2NC(=O)NC21O (stereo not drawn)	-1	5	27*	1	-8
35	NC(Cc1ccccc1)C(=O)N1CCCCC1 (stereo not drawn)	2	-14	-1	-2	-9
36	CCN(C(=O)c1cccs1)C1CCS(=O)(=O)C1 (stereo not drawn)	1	-2	-11	-1	-3

entry	SKN-1 block	NadD block	SUMO1 PPI mod	Rpn11 inh	LMPTP inh
25	13	0	-4	i	-1.1
26	4	-8	1	i	-0.2
27	11	-5	-4	i	0.0
28	0	17	-2	i	3.7
29	10	-2	3	i	0.3
30	-2	0	0	i	-0.8
31	3	-4	-1	i	0.1
32	11	2	-9	i	1.4
33	-11	-7	2	i	1.3
34	1	0	1	i	-1.2
35	-11	-5	-1	i	-1.5
36	8	7	0	i	0.6

5 records picked at random from those above:
entry	structure	DNMT1 block	MT1-MMP act inh	CendR NRP1 mod	STEP block	Scp-1 inhibitor
12	Cc1ccc(NC(=O)C2C3CCCC2C3c2ccccc2)cc1 (stereo not drawn)	6	2	23	0	4
9	Cc1cn(C2OC(COC(=O)c3ccccc3)C(OC(=O)c3ccccc3)C2OC(=O)c2ccccc2)c(=O)[nH]c1=O (stereo not drawn)	-3	-56	-5	-5	-10
27	Cc1ccn(CC(=O)N2CCCC(N3CCN(c4ccc(F)cc4)CC3)C2)n1 (stereo not drawn)	-1	-10	-5	1	-2
15	CNS(=O)(=O)c1cccc(C(=O)OCC(=O)N2CCCC2)c1	6	11	11	-2	2
21	CNC(=O)c1ccc(-c2ccc(Cl)c(Cl)c2)s1	-2	2	-2	-2	-6

entry	SKN-1 block	NadD block	SUMO1 PPI mod	Rpn11 inh	LMPTP inh
12	1	-4	-2	i	-1.5
9	23	28	-1	i	2.9
27	11	-5	-4	i	0.0
15	7	-2	-2	i	0.1
21	20	-7	-21	i	0.1

Following part
entry	structure	DNMT1 block	MT1-MMP act inh	CendR NRP1 mod	STEP block	Scp-1 inhibitor
37	COc1ccc(NCc2nnc(SCc3ccccc3)n2-c2ccc(OC)cc2)cc1	-3	-1	-8	-1	-1
38	COC(=O)c1cc2sc(Cl)cc2n1CC(=O)NCC1CCCO1 (stereo not drawn)	-4	-1	4	1	-5
39	CCOc1ccccc1N(CC(=O)NC1CCCCC1)C(=O)CNC(=O)c1ccco1	5	0	0	-2	-8
40	COc1ccc(NC(=O)C2CCN(c3nc(C)cc(C)n3)CC2)cc1	-2	1	-7	-1	0
41	CCCCNC(=S)Nc1cc([N+](=O)[O-])ccc1C	3	-3	-1	3	-8
42	NC(=O)C(c1ccc(Cl)cc1)c1ncc(C(F)(F)F)cc1Cl (stereo not drawn)	-1	-5	11	-4	-15
43	CC(C)OC(=O)N(C)C[C@H]1OCc2cnnn2CCCC(=O)N([C@H](C)CO)C[C@H]1C	4	-5	-12	2	·
44	NS(=O)(=O)c1ccc(NC(=O)c2cccc(N3C(=O)c4ccccc4C3=O)c2)cc1	55*	2	-4	38	6
45	CCOc1ccccc1NC(=O)CN1C(=O)COc2ccc(S(=O)(=O)N3CCOCC3)cc21	2	1	0	-2	3
46	COc1cc(/C=C2/NC(=O)NC2=O)cc(Br)c1OCc1ccc(C(=O)O)cc1	6	0	-20	19	9
47	CC(C)(C)OC(=O)N[C@H](C(=O)OC(C)(C)C)c1ccc(C(F)(F)F)cc1	1	1	20	2	-5
48	O=C(COC(=O)CSc1ccccc1)NNC(=O)c1ccc([N+](=O)[O-])cc1	8	-3	-4	0	10
49	COc1cc(CN2CCN(CC#Cc3ccccc3)CC2CCO)cc(OC)c1 (stereo not drawn)	-3	-2	15	-5	-1

entry	SKN-1 block	NadD block	SUMO1 PPI mod	Rpn11 inh	LMPTP inh
37	24	4	3	i	0.4
38	4	0	0	i	-0.6
39	-1	3	2	i	-0.3
40	14	0	-1	i	0.2
41	14	3	-13	i	-1.4
42	7	4	-1	i	0.2
43	-13	0	5	i	1.8
44	1	-4	94*	+	38
45	3	-8	-3	i	-1.8
46	8	-1	-2	i	-4.6
47	2	1	0	i	-4.2
48	1	-1	-36	i	-0.5
49	-7	-7	1	i	0.2

Hits appear at their usual frequency; overall some 3.9% were active at least once.
